High-throughput results as filed in PubChem.
MC4R ag barr – MC4R agonists recruiting beta-arrestin, primary screen, cell-based, luminescence, agonist arm of biased-ligand search; Melanocortin receptor 4 (Homo sapiens), P32245; U2OS MC4R beta-arrestin complementation; percent of melanotan II response, DMSO zero; activation, % at 8.9 µM; hit rate 0.98% among 360,000; AID 540308, 2011;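 active = activation above a per-plate cutoff, the mean activation of sample wells on that plate plus 3 SD, cut at about 8% in these data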
Granule exo inh – LAMP-1 surface exposure blockers, TALL-104 cells – cell-based, flow cytometry, MLPCN library, primary screen; inhibition, % at 10 µM; TALL-104 LAMP-1 surface exposure; cells stimulated with thapsigargin and PMA; hit rate 0.66% among 360,000; AID 651702, 2012;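 active = inhibition above about 55%, limit read from the data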
Glyco luc inh – increase of ERlucT glycosylation luciferase signal, primary screen, N-linked glycosylation inhibitor project, D54 ERlucT cells, luminescence, set 2 | reporter increase, % at 12.5 µM | D54 ERlucT glycosylation luciferase reporter, 24 h; percent of 100 nM tunicamycin response | AID 588692, 2011 | hit rate 0.23% among 360,000;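 active = mean luciferase reporter signal, scaled so untreated is 0 and the glycosylation-blocking control 100, at or above a set limit in every replicate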;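 note: luciferase carries N-glycosylation sites so blocking glycosylation raises the light; 0% = median of neutral control wells and 100% = median of 100 nM tunicamycin wells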
aDG glyco up – activators of alpha-DG glycosylation, primary screen, uHTS, Pro5-aDG cells, AlphaScreen; hit rate 0.22% among 360,000; activation, % at 10 µM; AID 624168, 2012; alpha-DG glycosylation AlphaScreen (IIH6); 0% Pro5, 100% B10-LARGE cell signal;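 active = activation of at least 8% versus controls, or a plate z-score of at least 8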;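 note: Pro5 are CHO cells carrying HIG-tagged alpha-DG that lacks glycosylation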
m5-HT2A agonist – mouse Htr2a agonists via beta-arrestin recruitment, primary screen, cell-based, luminescence; 5-hydroxytryptamine receptor 2A (Mus musculus), P35363; CHO-K1 mHTR2A beta-arrestin complementation; percent of 30 µM serotonin response; activation, % at 7.6 µM; hit rate 0.66% among 360,000;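 active = activation above a run cutoff, the mean activation of all tested compounds plus 3 SD, cut at about 14% in these data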;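 note: 0% = plate median of compound wells and 100% = 30 µM serotonin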
MC4R antag cAMP – MC4R antagonists of cAMP signaling, primary screen, cell-based, TR-FRET, antagonist arm of biased-ligand search. inhibition, % at 6.5 µM. Melanocortin receptor 4 (Homo sapiens), P32245. MC4R-expressing cells, MTII-stimulated cAMP, LANCE TR-FRET. hit rate 0.48% among 360,000;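 active = inhibition above its plate's cutoff, the mean of tested wells on that plate plus 3 SD, cut at about 29% in these data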;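 note: 0% = Melanotan II alone and 100% = Melanotan II plus saturating MCL0020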
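System: U2OS-MC4R stable cell line; Technique: Eu-cAMP/anti-cAMP TR-FRET, emission 671 nm; Repeats: single well per compound; Also added: Melanotan II; Dosing: one concentration, 6.5 µM nominal; Schedule: 30-min compound, 1-h challenge, 1-h detection, room temperature.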
ABHD5-PLIN5 inh – ABHD5-PLIN5 interaction inhibitors, primary screen, cell lysate, split luciferase complementation, luminescence; Perilipin-5 (Homo sapiens) + 1-acylglycerol-3-phosphate O-acyltransferase ABHD5 (Homo …; Split G. princeps luciferase complementation, 4 h; inhibition, % at 4 µM; hit rate 0.78% among 360,000;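 active = inhibition above the mean inhibition across every tested compound plus 3 SD, cut at about 22% in these data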;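 note: 0% = DMSO only wells and the 100% control is not disclosed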
hiPSC survival – enhancers of single-cell hiPSC survival, primary screen, ATPlite luminescence; 100% = ROCK inhibitor wells, 0% = DMSO; survival enhancement, % at 20 µM; hit rate 0.044% among 360,000; AID 602274, 2012; in the data active = survival enhancement above about 18%;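 note: cells exposed to compounds for 16 hours before the ATP read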
H9c2 protect – cardioprotection against H2O2-induced cell death, primary screen, uHTS, H9c2 cells, ATPLite luminescence. hit rate 0.63% among 360,000. protection from H2O2 cell death, % at 20 µM. AID 588492, 2011. H9c2 cardiomyocytes, H2O2 injury protection, 2 h;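 active = compounds giving at least 50% protection of heart cells from peroxide-induced death in the single-dose screen, raw or plate-pattern-corrected value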;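 note: 0% = DMSO wells with peroxide and 100% = DMSO wells without peroxide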
ABCB6 inh MLPCN – ABCB6 transporter inhibitors, primary screen, K562-ABCB6 cells, flow cytometry, MLPCN library | fluorescence ratio to DMSO, % at 10 µM | hit rate 0.19% among 360,000 | K562-ABCB6 porphyrin accumulation, 1 h; stronger effect = lower value | ATP-binding cassette sub-family B member 6 (Homo sapiens), Q9NP58;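 active = fluorescence ratio to DMSO below 75%, the collection mean minus 3 SD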;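 note: signal is porphyrin accumulated inside mitochondria; 100% equals median channel fluorescence of DMSO control wells; lower ratio means ABCB6 inhibition with less porphyrin fluorescence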
Target sequence (Q9NP58 whole entry, looked up): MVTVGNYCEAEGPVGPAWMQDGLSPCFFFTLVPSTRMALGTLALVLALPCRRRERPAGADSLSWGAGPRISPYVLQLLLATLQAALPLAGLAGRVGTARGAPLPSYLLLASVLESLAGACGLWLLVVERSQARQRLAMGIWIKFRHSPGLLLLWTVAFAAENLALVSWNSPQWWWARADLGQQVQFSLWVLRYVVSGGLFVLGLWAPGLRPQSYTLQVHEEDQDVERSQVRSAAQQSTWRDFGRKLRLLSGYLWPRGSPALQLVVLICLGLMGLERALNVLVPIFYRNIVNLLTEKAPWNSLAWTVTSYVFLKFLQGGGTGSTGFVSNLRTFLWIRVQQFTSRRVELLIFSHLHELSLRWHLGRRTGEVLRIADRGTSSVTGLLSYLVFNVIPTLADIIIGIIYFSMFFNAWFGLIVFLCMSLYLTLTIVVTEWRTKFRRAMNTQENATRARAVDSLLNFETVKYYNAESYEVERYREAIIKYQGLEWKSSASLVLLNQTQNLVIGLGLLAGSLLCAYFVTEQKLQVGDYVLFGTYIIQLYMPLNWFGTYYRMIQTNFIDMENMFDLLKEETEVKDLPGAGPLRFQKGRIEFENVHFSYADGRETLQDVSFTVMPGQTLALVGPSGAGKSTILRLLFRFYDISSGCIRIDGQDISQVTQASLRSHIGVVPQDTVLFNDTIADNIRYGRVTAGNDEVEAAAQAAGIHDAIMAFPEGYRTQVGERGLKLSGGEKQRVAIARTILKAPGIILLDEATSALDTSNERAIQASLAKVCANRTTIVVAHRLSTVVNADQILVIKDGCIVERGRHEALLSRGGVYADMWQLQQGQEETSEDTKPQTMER
An asterisk follows results filed as active. This is a random part of the collection; any-hit rate near 4.5%.

SMILES	MC4R ag barr	Granule exo inh	Glyco luc inh	aDG glyco up	m5-HT2A agonist	MC4R antag cAMP	ABHD5-PLIN5 inh	hiPSC survival	H9c2 protect	ABCB6 inh MLPCN
CCN(C(=O)C(C)N1C(=O)/C(=C/c2cccs2)SC1=S)C1CCS(=O)(=O)C1 (stereo not drawn)	-1.1	-17.4	0.5	0.7	0.5	-6.3	1.5	-0.3	-0.4	93.0
CCC(COC(C)=O)Nc1nc2c([nH]1)c(=O)n(C)c(=O)n2C (stereo not drawn)	0.4	1.2	0.9	0.0	2.2	18.8	8.8	-0.4	-0.3	106.0
Cc1ccc(S(=O)(=O)N2CCN(C(=O)CC(C)n3nc(C)c(Cl)c3C)CC2)cc1C (stereo not drawn)	-2.8	0.1	3.2	0.0	1.5	1.3	-12.2	0.0	-5.5	95.0
Cc1cc(C)[n+]2[nH]c(N)c(N=Nc3ccccc3)c2n1	0.8	-3.5	4.5	-0.2	5.5	-16.5	5.8	-0.8	3.2	97.0
Cc1sc2nc(CSCC(=O)Nc3ccccc3C#N)[nH]c(=O)c2c1C	1.1	2.2	0.8	-0.7	2.5	-13.0	5.1	1.6	46.7	109.0
Cc1nc2c(C(=O)N3CCCC3)cnn2c(C)c1Cc1c(F)cccc1Cl	0.7	-0.2	-0.8	0.4	-0.3	10.3	-3.4	7.0	5.2	95.0
Cc1ccnc(NC(=O)c2ccc(S(=O)(=O)N3CCCCC3)cc2)c1	-2.5	-2.9	0.4	-0.4	-0.5	8.4	-6.6	-0.3	-3.8	96.0
Cc1ccc(C)c(S(=O)(=O)Nc2ccc(C(N)=O)cc2)c1	-2.7	-4.4	2.0	0.2	-1.5	9.3	2.1	-1.0	-3.7	90.0
CCOC(=O)c1c(C)[nH]c(C(=O)OCc2ccc(F)cc2)c1C	8.0	0.3	-5.9	0.6	1.1	-3.7	-1.5	-0.5	-10.5	99.0
Cc1c(Cl)cccc1NC(=O)C1Cc2ccccc2CN1C(=O)c1ccccc1 (stereo not drawn)	1.2	-1.6	4.7	-0.1	8.3	20.6	-6.2	1.6	0.8	98.0
CC1C(=O)CC(c2ccc([N+](=O)[O-])cc2)NC1c1ccc([N+](=O)[O-])cc1 (stereo not drawn)	0.7	2.1	-5.4	0.3	-2.3	-3.4	-0.5	0.2	-2.4	100.0
O=C(Cc1ccc(S(=O)(=O)N2CCOCC2)s1)NCCC(c1ccccc1)c1ccccc1	-1.6	-6.7	-0.9	0.0	-3.9	5.6	-1.4	3.4	-1.7	103.0
O=c1oc2cc(O)ccc2s1	-0.5	-3.4	7.5	-0.2	-4.7	0.4	-16.5	0.6	11.6	103.0
COc1ccccc1NC(=S)N(Cc1ccccc1)Cc1ccccn1	-0.1	-4.3	-0.4	0.3	-0.3	-2.7	0.6	0.7	-1.5	96.0
CC1(C)CC(=O)C2=C(C1)OC(N)=C(C#N)C21C(=O)N(CN2CCOCC2)c2ccccc21 (stereo not drawn)	-2.0	-1.1	2.5	0.0	2.9	-3.2	-6.9	2.9	-3.3	94.0
CCc1ccc2[nH]c(=O)c(CN(Cc3ccco3)S(=O)(=O)c3ccc4c(c3)OCCO4)cc2c1	1.9	-2.3	3.3	-0.1	7.0	1.8	-1.5	0.3	-3.4	93.0
COc1ccc(-c2cc(C(=O)N3CC4(C)CC3CC(C)(C)C4)no2)cc1OC (stereo not drawn)	-2.6	-1.8	-4.6	0.0	3.4	5.7	-1.9	-0.8	-2.7	99.0
CC(C)NC(=O)COc1nncc2ccccc12	0.2	-0.9	-0.2	0.6	1.3	9.0	-0.4	2.4	-4.9	89.0
CCN(CC)C(=O)CC(c1ccc2c(c1)OCO2)c1c(OC)cc(OC)c2c(-c3ccccc3)cc(=O)oc12 (stereo not drawn)	-0.1	-0.4	-6.1	-0.5	3.3	9.0	2.0	8.2	2.8	100.0
Cc1ccc(C)c(NC(=S)/C(=C(\[O-])c2ccc(OC(F)F)cc2)[n+]2ccccc2)c1	2.5	0.5	0.9	-0.1	-0.8	21.8	-11.7	-2.2	1.6	105.0
CC12CCC(C(=O)N(CSC(=S)N/N=C\c3ccccc3O)C1=O)C2(C)C (stereo not drawn)	-3.3	2.5	0.5	-0.2	1.5	14.1	1.4	-1.9	52.5*	92.0
CC(C)[C@H](NC(=O)c1ccccc1)C(=O)OCC(=O)N1CCN(C(=O)c2ccco2)CC1	1.9	-0.7	1.6	0.1	9.2	1.4	6.2	-2.0	1.4	95.0
O=C(Cc1cc2ccccc2o1)NCc1ccc(F)cc1	-0.2	2.6	11.7	-0.1	-3.3	-8.8	-9.2	1.0	-3.2	104.0
Cn1nc([N+](=O)[O-])nc1Sc1nnnn1-c1ccc(C(=O)O)cc1	-0.8	-1.9	0.8	0.2	-0.5	-2.3	-0.1	0.0	6.4	98.0
Cc1cnc(NS(=O)(=O)c2ccccc2)c(Br)c1	-2.5	0.4	-0.2	0.0	-0.5	9.5	3.5	0.4	-1.8	98.0
O=[N+]([O-])c1ccccc1S(=O)(=O)N1CCc2ccccc2C1	-3.4	0.2	1.3	0.3	-2.5	3.7	-3.7	-1.4	1.9	101.0
CCOC(=O)N1CCN(Cc2nc3cc(NC(C)=O)ccc3n2CC)CC1	-0.4	10.5	-0.8	-0.1	2.7	8.4	-2.4	-0.3	3.8	100.0
CCOC(=O)CSc1nc(C)c(C(C)=O)cc1C#N	0.8	-0.1	2.9	0.0	3.1	1.5	-2.6	-1.5	8.1	96.0
COc1ccccc1C1CC(c2cccc(NS(C)(=O)=O)c2)=NN1S(=O)(=O)c1ccccc1 (stereo not drawn)	-1.1	9.1	-1.5	-0.1	-6.8	9.3	5.0	-0.5	-0.2	253.0
Cc1cccc(C)c1NC(=O)CNC(=O)c1ccc(COc2ccccc2)cc1	0.0	1.4	-0.1	-0.2	-2.9	14.2	2.6	-0.3	-2.5	96.0

Rewritten bar-delimited: part of the list above.
SMILES | MC4R ag barr | Granule exo inh | Glyco luc inh | aDG glyco up | m5-HT2A agonist | MC4R antag cAMP | ABHD5-PLIN5 inh | hiPSC survival | H9c2 protect | ABCB6 inh MLPCN
CC12CCC(C(=O)N(CSC(=S)N/N=C\c3ccccc3O)C1=O)C2(C)C (stereo not drawn) | -3.3 | 2.5 | 0.5 | -0.2 | 1.5 | 14.1 | 1.4 | -1.9 | 52.5* | 92.0
CC(C)[C@H](NC(=O)c1ccccc1)C(=O)OCC(=O)N1CCN(C(=O)c2ccco2)CC1 | 1.9 | -0.7 | 1.6 | 0.1 | 9.2 | 1.4 | 6.2 | -2.0 | 1.4 | 95.0

The list goes on.
SMILES	MC4R ag barr	Granule exo inh	Glyco luc inh	aDG glyco up	m5-HT2A agonist	MC4R antag cAMP	ABHD5-PLIN5 inh	hiPSC survival	H9c2 protect	ABCB6 inh MLPCN
Cc1cc(NC(C)C)n2c(nc3ccccc32)c1C#N	0.1	-3.1	3.2	0.0	6.5	0.7	1.8	0.9	-6.0	100.0
CCCCNc1c(-c2ccc(SC(C)CC)c(OC)c2)nc2ccc(Cl)cn12 (stereo not drawn)	-0.1	1.0	-4.7	0.2	-2.8	13.9	-36.3	0.9	-8.3	103.0
CCCS(=O)(=O)N1CCC(C(=O)N2CCCC2)CC1	0.3	-6.8	1.1	-0.1	0.7	2.5	4.2	-1.8	-0.8	98.0
O=C(c1sc2ccccc2c1Cl)N1CCN(c2ccccc2F)CC1	-0.7	-0.6	-0.6	0.0	-2.3	-1.4	-6.4	-0.4	-4.7	98.0
COC(=O)C(Cc1ccc(O)cc1)NC(=O)CCNC(=O)c1ccco1 (stereo not drawn)	-1.5	0.5	-0.3	-0.1	6.4	-2.9	2.4	-0.4	-2.4	98.0
O=c1[nH][nH]c(C(F)(F)F)c1C=NCc1cccs1	-1.9	28.4	0.2	0.1	-2.9	0.8	-7.0	-2.2	3.9	95.0
CC(=O)Nc1ccc(NC(=O)C(C)N2CCN(S(=O)(=O)c3ccc(C)cc3)CC2)cc1 (stereo not drawn)	-1.8	-0.8	-0.3	-0.3	-2.3	-6.2	4.5	-0.5	4.4	100.0
CCOc1ccc(/C=C/C(=O)Nc2cccc(C(C)=O)c2)cc1	1.2	-3.4	-4.8	-0.1	0.5	15.2	-3.4	-0.5	-8.7	98.0
Cc1ccc(C(=O)N2CCN=C2SCc2ccc([N+](=O)[O-])cc2)cc1	-1.5	-13.4	1.8	-0.2	-2.1	0.6	-19.4	0.0	-7.7	97.0
CC1CN(c2nc3ccccn3c(=O)c2/C=C(\C#N)S(=O)(=O)c2ccccc2)CC(C)O1 (stereo not drawn)	-0.9	2.3	1.3	-0.4	5.0	9.2	8.8	0.5	3.2	95.0
COc1ccc2c(c1)c1ncn(CCc3ccccc3)c(=O)c1n2C	-1.5	-3.2	3.3	0.0	-0.7	11.4	-5.1	-0.7	-1.2	81.0
CN(C)CCCN(C(=O)c1ccc(Cl)s1)c1nc2cc3c(cc2s1)OCO3	-2.1	48.2	-3.9	-0.1	-6.3	-1.6	9.8	-0.6	-11.7	105.0
Cc1[nH]c2ccccc2c1C(C[N+](=O)[O-])c1cccc(O)c1 (stereo not drawn)	0.3	-12.8	-1.0	0.1	-1.6	11.9	4.1	-0.4	-7.7	98.0
C=CC[C@H](CC(=O)N(CCO)Cc1ccccc1)C(=O)N[C@H](C)COC(=O)[C@@H](CC=C)Cc1ccc(F)cc1	-1.7	11.7	-0.4	0.2	-2.7	2.3	4.0	-2.3	-1.2	96.0
COc1cccc(N2CC(C(=O)NCc3n[nH]c(=O)c4ccccc34)CC2=O)c1 (stereo not drawn)	-3.1	-2.9	0.8	0.2	13.1	5.7	3.9	-0.1	50.2*	98.0
COC(=O)c1ccc(OC(=O)N2CCOCC2)cc1	-1.1	-9.4	-0.7	-0.1	-0.1	-0.4	-1.9	0.0	3.0	94.0
CC(=O)N1c2ccc(S(=O)(=O)N3CCCCC3)cc2CC1C(=O)NCc1ccc(N(C)C)cc1 (stereo not drawn)	-0.2	-4.6	1.3	0.2	4.8	-1.3	-1.4	0.7	0.3	96.0
Cc1ccc(-c2nnn(CC(=O)N(Cc3cccs3)C(C(=O)NC3CCCC3)c3ccco3)n2)o1 (stereo not drawn)	3.8	-6.8	3.2	0.2	-4.6	6.6	14.8	-1.3	2.4	82.0
CC1CCN(S(=O)(=O)c2ccc(-c3nnc(SCc4cccnc4)o3)cc2)CC1	-0.1	1.4	-1.0	-0.1	1.4	0.7	-7.9	-1.0	-4.2	93.0
COC(=O)c1ccccc1S(=O)(=O)N1Cc2cc([N+](=O)[O-])ccc2Oc2ccccc21	-0.9	-0.2	-0.4	0.3	-4.3	3.9	8.6	-1.0	15.9	93.0
